# Source: PubChem BioAssay
# CHRM4 PAM – potentiates acetylcholine response at human M4 receptor. P08173. CHO-K1 hM4/Gqi5, Fluo-8 calcium fluorescence, ACh EC20; 0% = ACh EC20, 100% = maximal ACh. actives 0.4% (n = 360,000). activation, % at 3 µM;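 active = activation above its plate's cutoff, the mean activation of sample wells plus 3 SD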; note: some results filed as inactive read as strong as hits
# Target sequence (P08173 whole entry, looked up): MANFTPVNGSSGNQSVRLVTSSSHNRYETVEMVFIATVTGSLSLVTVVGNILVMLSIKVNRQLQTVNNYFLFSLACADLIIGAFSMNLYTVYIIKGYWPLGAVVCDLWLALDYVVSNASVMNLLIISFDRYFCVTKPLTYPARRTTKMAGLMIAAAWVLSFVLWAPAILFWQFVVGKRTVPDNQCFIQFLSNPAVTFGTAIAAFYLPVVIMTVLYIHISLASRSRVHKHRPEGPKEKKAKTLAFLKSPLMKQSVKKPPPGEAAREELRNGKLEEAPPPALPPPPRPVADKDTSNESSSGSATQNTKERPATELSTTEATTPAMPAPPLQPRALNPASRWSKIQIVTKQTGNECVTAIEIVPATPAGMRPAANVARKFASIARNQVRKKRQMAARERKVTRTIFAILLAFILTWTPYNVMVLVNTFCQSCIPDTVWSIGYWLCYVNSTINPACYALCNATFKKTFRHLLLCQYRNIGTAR
# CHRM4 agonist – CHRM4 agonism in calcium assay. activation, % at 3 µM. AID 624127. CHO-K1 hM4/Gqi5, Fluo-8 calcium fluorescence; vehicle 0%, full acetylcholine response 100%. actives 0.14% (n = 360,000);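 active = activation above the run mean over all test wells plus 3 SD, cut at about 32% in these data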;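 note: peak over basal fluorescence ratio per well then scaled between controls; 0% = DMSO wells and 100% = acetylcholine at EC100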
# CRFR2-BP ag – agonists of human CRF-binding protein/CRF-R2 receptor complex; HEK293 CRF-R2/CRF-BP, calcium dye fluorescence (FLIPR); percent of saturating CRF peptide response; activation, % at 13.2 µM; actives 0.46% (n = 350,000); AID 588473;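 active = activation of at least 50%, plus an integration ratio under a set limit after plate pattern correction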;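 note: plate controls were neutral control wells without compound for no effect and CRF at EC100 for full effect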
# M5 ag – agonists of human muscarinic M5 receptor (CHRM5); activation, % at 3 µM; actives 0.19% (n = 360,000); CHO-K1 hM5 cells, Fluo-8 calcium fluorescence; 0% DMSO wells, 100% maximal acetylcholine response; P08912;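 active = activation above the run's mean over test compounds plus 3 SD, cut at about 23% in these data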;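 note: signal is peak over basal fluorescence ratio across the kinetic read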
# M1 PAM – human CHRM1 positive allosteric modulation. CHO-K1 hM1, Fluo-8 calcium fluorescence, ACh EC20; 0% = ACh EC20, 100% = maximal ACh. activation, % at 3 µM. P11229. actives 0.088% (n = 360,000); in the data active = activation above about 19%, passing the limit was not always enough
# Target sequence (P11229 whole entry, looked up): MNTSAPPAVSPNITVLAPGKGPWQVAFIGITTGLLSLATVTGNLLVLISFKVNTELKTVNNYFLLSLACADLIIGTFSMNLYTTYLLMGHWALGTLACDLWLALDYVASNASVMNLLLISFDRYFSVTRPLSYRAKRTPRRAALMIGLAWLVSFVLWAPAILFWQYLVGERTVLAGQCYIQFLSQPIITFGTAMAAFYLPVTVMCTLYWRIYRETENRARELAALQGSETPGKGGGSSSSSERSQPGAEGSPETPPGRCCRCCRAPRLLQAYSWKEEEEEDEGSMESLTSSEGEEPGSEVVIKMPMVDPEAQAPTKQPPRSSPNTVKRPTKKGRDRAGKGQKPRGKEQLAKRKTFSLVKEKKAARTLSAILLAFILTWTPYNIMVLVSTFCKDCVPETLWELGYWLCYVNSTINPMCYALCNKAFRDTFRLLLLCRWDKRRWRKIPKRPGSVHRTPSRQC
# CHRM4 antagonist – antagonists of human muscarinic M4 receptor (CHRM4); P08173; CHO-hM4 cells, ACh EC80, Fluo-8 calcium fluorescence; actives 0.73% (n = 360,000); inhibition, % at 3 µM;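 active = inhibition above its plate's cutoff, the mean inhibition of sample wells plus 3 SD, cut at about 27% in these data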;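 note: 0% = acetylcholine EC80 with DMSO and 100% = DMSO without agonist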
# CHRM1 antagonist – antagonists of human M1 muscarinic receptor; AID 588852; actives 1.3% (n = 360,000); CHO-K1 hM1, Fluo-8 calcium fluorescence, ACh EC80 antagonist; P11229; inhibition, % at 3 µM;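 active = percent inhibition above its own plate's cutoff, namely the mean of that plate's compound wells plus 3 SD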;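 note: peak over basal fluorescence ratio during 140 s after agonist addition; 0% = ACh EC80 plus DMSO and 100% = DMSO alone without agonist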
# M5 antag – CHRM5 antagonism in calcium assay; P08912; CHO-hM5 cells, Fluo-8 calcium fluorescence, ACh EC80; inhibition, % at 3 µM; actives 0.59% (n = 360,000);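 active = inhibition above a per-plate cutoff, the mean of that plate's test compounds plus 3 SD, cut at about 27% in these data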;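 note: 0% = acetylcholine EC80 with DMSO and 100% = DMSO without agonist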
# M5 PAM – positive allosteric modulators of human muscarinic M5 receptor; actives 0.3% (n = 360,000); P08912; AID 624038; CHO-K1 hM5, Fluo-8 calcium, ACh EC20 PAM; 0% = ACh EC20, 100% = ACh EC100; activation, % at 3 µM;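 active = activation above the run cutoff, the mean activation of all test compounds plus 3 SD, cut at about 18% in these data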
#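 System: CHO-K1 hM5 cells. Reagent: acetylcholine, EC20 level. Compound dosing: single dose, 3 µM nominal final test concentration. Timing: Post-acetylcholine fluorescence recording 140 s. Detection: Fluo-8 calcium fluorescence. Read-out: % activation, ACh-normalized. Benchmarks: ACh EC20 and EC100 wells. Repeats: singlicate, one well per test compound.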
# Active calls of the source: *; . = not tested or not shown.
SMILES,CHRM4 PAM,CHRM4 agonist,CRFR2-BP ag,M5 ag,M1 PAM,CHRM4 antagonist,CHRM1 antagonist,M5 antag,M5 PAM
CCCCn1c(N)c(N(CC(C)C)C(=O)C2=NN(c3cc(C)ccc3C)C(=O)CC2)c(=O)[nH]c1=O,10,0,-1.8,4,19,-9,-7,1,3
CSc1ccc(Cl)c(C(=O)OCC(=O)Nc2ccccc2OC(F)F)c1,-10,3,-0.8,-4,-5,4,4,2,-7
Cc1cc(C(=O)O)ccc1[N+](=O)[O-],4,2,28,4,13,-16,-18,6,-3
O=C(CSc1ncn[nH]1)Nc1ccc(S(=O)(=O)Nc2ncccn2)cc1,7,0,6.3,0,5,-13,-6,7,4
COc1ccc2c(CN3CCOCC3)cc(=O)oc2c1,9,1,.,4,0,-10,-23,-1,2
COc1ccc(N(C)S(=O)(=O)c2ccc(Cl)c(C(=O)NCC(C)(C)N3CCOCC3)c2)cc1,-5,17,-7.8,4,-4,-7,8,9,-22
CCOC(=O)N1CCN(c2c(Nc3ccc4c(c3)OCCO4)c(=O)c2=O)CC1,3,-2,-1.9,1,2,-16,-4,3,-2
COc1ccc(C2=NOC(C(=O)NCc3ccccn3)C2)cc1OC (stereo unspecified),3,1,0.6,2,6,-1,-16,-1,2
CCC1(c2ccccc2)NC(=O)N(CC(=O)Nc2ccccc2C(=O)N2CCCCC2)C1=O (stereo unspecified),-3,0,3.7,4,-8,3,18,9,-6
Cc1nc(SCC(=O)NC(C)(C#N)C2CC2)c2c(-c3cccs3)csc2n1 (stereo unspecified),-3,2,-0.6,-5,-13,4,-7,10,-9
C#CCOc1c(/C=C\c2nc(O)c([N+](=O)[O-])c(=O)[nH]2)cc(Br)cc1OC,-4,0,-0.8,5,22,5,-17,-17,0
CCOc1ccccc1/C=C(/NC(=O)c1ccccc1)C(=O)NC(C)c1ccccc1 (stereo unspecified),-10,3,-0.6,0,-3,14,2,-1,-6
O=C1[C@H](Cc2ccccc2)NCC=CC[C@@H](c2ccc(Cl)cc2)N1Cc1ccccc1,10,2,3.9,7,19,-5,-10,9,7
CCOC(=O)c1cnc2ccccc2c1Nc1ccc(C(=O)O)cc1,1,0,0.5,-3,0,-17,1,7,-7
CC(C)Oc1ccc(N2C(=O)c3ccccc3C2=O)cc1,6,0,2.6,-9,4,-2,-31,-2,0
Cc1cn([C@H]2C[C@H](O)[C@@H](CCC(=O)NCCc3cnc[nH]3)O2)c(=O)[nH]c1=O,-1,0,-1.5,2,-2,-8,0,-3,-4
CCOC(=O)c1cnc(SCC(=O)Nc2ccc(NC(=O)CC)c(OC)c2)nc1N,9,0,-1.6,1,9,-4,-8,-3,-1
CCCC(=O)Nc1ccc2c(c1)nc(CCN1CCN(c3ccccn3)CC1)n2C,-11,1,-1.0,-8,-21,7,26,3,0
CN1C(=O)N(CC(=O)N2CCN(S(=O)(=O)c3ccc(Cl)s3)CC2)C(=O)C12CCCCC2,9,5,-1.1,-2,8,1,-15,12,-8
Cc1cc(C)cc(NC(=O)COC(=O)COc2cccc3c2OC(C)(C)C3)c1,5,0,0.7,-5,6,-10,-3,0,1
COc1ccc(C(C)=O)cc1CN1C(=O)NC2(CCCC2)C1=O,-2,0,0.2,0,4,2,3,8,8
CCCOc1cccc(CN2CCCCC2c2cccnc2)c1 (stereo unspecified),1,5,-2.3,-7,-17,0,7,0,-8
CN(C)c1ccc2c(c1)OC(N)=C(C#N)C2c1cccc(F)c1 (stereo unspecified),5,8,79*,10,-5,8,11,10,-2
Cc1c(C(=O)NCc2ccc3c(c2)OCCO3)sc(=O)n1Cc1ccccc1F,2,14,.,3,-1,-21,-4,0,-5
COc1ccc(OC)c(S(=O)(=O)N2CCC3(CC2)OCCN3S(=O)(=O)c2ccccc2)c1,7,1,1.4,2,2,6,-2,1,-1
# Next part
SMILES,CHRM4 PAM,CHRM4 agonist,CRFR2-BP ag,M5 ag,M1 PAM,CHRM4 antagonist,CHRM1 antagonist,M5 antag,M5 PAM
Cc1nnc(Nc2ccc(O)cc2)[nH]c1=O,5,2,-2.7,-4,1,-7,-4,3,-7
COc1ccc(/C=C/C(=O)OCC(=O)NC2CC2)c(OC)c1,0,1,-0.3,3,0,2,1,8,-5
COc1cccc(C2c3cc4c(cc3OC(N3CCCC3)C2C)OCO4)c1O (stereo unspecified),1,6,1.6,9,8,-8,-21,0,1
CCN(c1ccccc1)S(=O)(=O)c1cc(C(=O)OCC(=O)c2c(N)n(C)c(=O)n(C)c2=O)ccc1C,0,1,-1.2,-7,-3,-3,-5,9,11
Cc1cn(CCC(=O)Nc2ccc(N3CCOCC3)cc2)c2ccccc12,-9,3,0.2,-1,13,-9,-14,-2,-1
CCN1C=C(Cc2ccccc2C)C2=C(C1)C(c1ccccc1C)C(C#N)=C(N)O2 (stereo unspecified),-6,1,10,-5,4,0,-38,-3,-4
Cc1cc(C)n(-c2ncnc3sc4c(c23)CC(C)CC4)n1 (stereo unspecified),-14,-1,-1.2,-5,-7,17,10,7,-1
CCOC(=O)CCC(=O)Nc1ccc(S(=O)(=O)N2CCCC2)cc1,2,1,-0.1,0,-2,1,5,3,2
CCCCSc1nnc(-c2ccc(C)cc2)o1,-1,0,1.1,-2,-2,-6,-4,12,19*
CN(C)c1cccc(C(=O)Nc2cc(C(F)(F)F)ccc2-n2cnc3ccccc32)c1,-3,1,-1.8,-2,-4,-1,7,-4,0
Cc1ccc(-n2c(CCC(=O)O)ccc2-c2cccs2)cc1C,1,1,-3.3,-5,5,17,15,11,-3
CCN(CC)c1cc(-c2ccccc2)ncn1,6,0,0.1,-3,4,0,-8,6,-2
COC(=O)Cn1cnc2c(C#N)c3n(c2c1=O)CCCCC3,7,1,1.3,1,8,-1,-4,1,0
Cn1cnc([N+](=O)[O-])c1S(=O)(=O)Oc1ccc(Cl)cc1,-9,3,16,-3,-5,28*,17,26,-14
Cc1cc(C(=O)N/N=C2\CC(=O)c3ccccc32)c(C)n1-c1ccccc1,-8,2,0.9,5,-9,8,25,7,1
CCC(CC)NCCOC(=O)c1ccc([N+](=O)[O-])cc1,-2,0,3.0,0,8,0,-10,1,2
Brc1ccc(C2Nc3cccc4cccc(c34)N2)cc1,0,1,0.6,0,1,-5,7,12,-5
O=C(COC(=O)C1CCC1)Nc1cc(S(=O)(=O)N2CCOCC2)ccc1Cl,6,2,-0.9,2,1,-13,0,11,4
Cc1ccccc1-c1nnn(Cc2ccc(F)cc2Cl)n1,-3,-2,-6.7,-5,0,-4,-5,15,-6
CC1C(=O)C(C)C(c2cccc(Br)c2)NC1c1cccc(Br)c1 (stereo unspecified),-8,-1,-1.2,0,2,8,-6,2,-1
Cc1ccc(C)c2[nH]c(=O)c(CCNC(=O)c3ccc4c(c3)OCO4)cc12,9,1,-0.7,2,7,8,1,-14,13
CC(C)COc1ccc(-c2nn(-c3ccccc3)cc2CO)cc1,5,1,-0.5,-6,4,-18,-16,1,-1
CCc1[nH]c(C)c(C(C)=O)c1C,3,0,-0.1,-2,3,-3,1,2,-2
CCOC(=O)c1c(NC(=O)CN2CCN(C(=O)c3ccco3)CC2)sc(C(N)=O)c1C,11,1,0.9,-2,0,-2,6,8,0
Cc1ccc(-c2cnn3c(N4CCOCC4)cc(C)nc23)cc1,2,0,2.8,-3,14,-8,-6,9,0

# Whole records from above. Screens in order: CHRM4 PAM	CHRM4 agonist	CRFR2-BP ag	M5 ag	M1 PAM	CHRM4 antagonist	CHRM1 antagonist	M5 antag	M5 PAM
# Listed for CCN1C=C(Cc2ccccc2C)C2=C(C1)C(c1ccccc1C)C(C#N)=C(N)O2 (stereo unspecified) → -6	1	10	-5	4	0	-38	-3	-4
# Listed for CCN(CC)c1cc(-c2ccccc2)ncn1 → 6	0	0.1	-3	4	0	-8	6	-2
# Listed for CCC(CC)NCCOC(=O)c1ccc([N+](=O)[O-])cc1 → -2	0	3.0	0	8	0	-10	1	2
# Listed for CC(C)COc1ccc(-c2nn(-c3ccccc3)cc2CO)cc1 → 5	1	-0.5	-6	4	-18	-16	1	-1

# Sorted by molecular weight (low to high): some entries from above
SMILES,CHRM4 PAM,CHRM4 agonist,CRFR2-BP ag,M5 ag,M1 PAM,CHRM4 antagonist,CHRM1 antagonist,M5 antag,M5 PAM
Cc1cc(C)n(-c2ncnc3sc4c(c23)CC(C)CC4)n1 (stereo unspecified),-14,-1,-1.2,-5,-7,17,10,7,-1
COc1ccc(/C=C/C(=O)OCC(=O)NC2CC2)c(OC)c1,0,1,-0.3,3,0,2,1,8,-5
CC1C(=O)C(C)C(c2cccc(Br)c2)NC1c1cccc(Br)c1 (stereo unspecified),-8,-1,-1.2,0,2,8,-6,2,-1

# Additional records
SMILES,CHRM4 PAM,CHRM4 agonist,CRFR2-BP ag,M5 ag,M1 PAM,CHRM4 antagonist,CHRM1 antagonist,M5 antag,M5 PAM
CC(=O)Nc1cccc(NC(=O)COC(=O)C2CC3CCCC(C2)C3=O)c1 (stereo unspecified),1,2,3.3,-2,3,-26,-5,11,-11
Cc1ccc(-c2nnc(N3CCN(C(=O)Cn4c(=O)n(C)c5ccccc54)CC3)c3ccccc23)cc1,-5,1,-4.8,1,-11,-4,13,-7,2
COc1ccc(CNCc2ccc(OC)c3ccccc23)cc1,-4,3,0.1,-1,9,-1,-12,11,-4
N/C(=N\NC(=O)c1ccccc1Cl)c1cc2ccccc2oc1=O,2,1,0.2,0,6,-3,1,0,2
CN(Cc1ccc(OC(F)F)cc1)C(=O)C1CCN(S(=O)(=O)c2ccc3c(c2)OCCO3)CC1,-4,10,0.4,2,1,1,-1,12,-6
OC(CNCc1ccc(F)cc1)(c1ccccc1)c1ccc(F)cc1 (stereo unspecified),-8,2,0.6,-3,-11,8,9,2,-1
CC1CC1C(=O)OCC(=O)NNC(=O)COc1ccc(Br)cc1 (stereo unspecified),-6,1,-0.8,-2,9,-9,-9,0,6
CCCn1cnc2cc(NCc3cccs3)ccc21,-19,0,-2.8,-6,-1,5,2,10,0
CCCCn1c(N)c(N(CCC(C)C)C(=O)c2sc3nc4n(c(=O)c3c2C)CCC4)c(=O)[nH]c1=O,-2,1,-0.5,-3,7,8,-9,4,0
Cn1c(Nc2ccccc2)cc(=O)n(C)c1=O,0,0,-0.7,-2,2,-5,-3,-4,6
NC(=O)C1CCN(c2cc(Cl)nc(N)n2)CC1,26*,2,0.5,-6,6,-15,-8,-11,1
O=C(CC1OC(=O)c2ccccc21)Nc1ccc(Cl)c(S(=O)(=O)N2CCCCC2)c1 (stereo unspecified),-4,13,-0.7,5,1,-3,-1,6,-10
CC(/C=N/NC(=O)c1cccs1)=C\c1ccco1,10,3,2.9,-1,5,-11,-5,2,-10
Cc1c(OCc2ccccc2)c(=O)ccn1Cc1ccc(F)cc1,-2,3,-3.1,-2,6,-2,1,-4,0
O=C(O)c1cccc(C(=O)O)c1Br,12,1,-1.3,1,8,0,-7,8,7
CC(=O)Nc1ccccc1Oc1ccccc1,-7,16,-2.8,2,-1,-1,1,22,-15
NS(=O)(=O)c1ccc(CCNc2ccn3nc(-c4cccc(C(F)(F)F)c4)cc3n2)cc1,-10,9,.,2,-3,9,7,20,-6
OC(COc1ccccc1)CN1CCN(CC(O)COc2ccccc2)CC1 (stereo unspecified),6,1,-0.7,-9,4,-1,-6,6,3
O=C(NCCc1ccccc1)c1ccc(Cl)cc1[N+](=O)[O-],0,1,-1.9,-3,-2,8,-1,8,-6
O=C(NC1=NCCS1)C1CC(=O)N(c2ccc(Cl)cc2)C1 (stereo unspecified),5,3,-0.1,13,-2,-3,5,-2,-3
